TMEM16A inh: blocks the mouse calcium-activated chloride channel TMEM16A | HEK293 TMEM16A/YFP iodide influx fluorescence, ionomycin | 310,000 tested, 1.2% active | AID 588511 | normalized B-score (activity score, 25-100; higher = stronger inhibition) at 10 µM;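 active means ratio plate-corrected score three or more library SD toward inhibition, starting fluorescence score within five deviations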;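 further: score derived from kinetic fluorescence span divided by baseline fluorescence per well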
Target sequence (Q8BHY3 whole entry, looked up): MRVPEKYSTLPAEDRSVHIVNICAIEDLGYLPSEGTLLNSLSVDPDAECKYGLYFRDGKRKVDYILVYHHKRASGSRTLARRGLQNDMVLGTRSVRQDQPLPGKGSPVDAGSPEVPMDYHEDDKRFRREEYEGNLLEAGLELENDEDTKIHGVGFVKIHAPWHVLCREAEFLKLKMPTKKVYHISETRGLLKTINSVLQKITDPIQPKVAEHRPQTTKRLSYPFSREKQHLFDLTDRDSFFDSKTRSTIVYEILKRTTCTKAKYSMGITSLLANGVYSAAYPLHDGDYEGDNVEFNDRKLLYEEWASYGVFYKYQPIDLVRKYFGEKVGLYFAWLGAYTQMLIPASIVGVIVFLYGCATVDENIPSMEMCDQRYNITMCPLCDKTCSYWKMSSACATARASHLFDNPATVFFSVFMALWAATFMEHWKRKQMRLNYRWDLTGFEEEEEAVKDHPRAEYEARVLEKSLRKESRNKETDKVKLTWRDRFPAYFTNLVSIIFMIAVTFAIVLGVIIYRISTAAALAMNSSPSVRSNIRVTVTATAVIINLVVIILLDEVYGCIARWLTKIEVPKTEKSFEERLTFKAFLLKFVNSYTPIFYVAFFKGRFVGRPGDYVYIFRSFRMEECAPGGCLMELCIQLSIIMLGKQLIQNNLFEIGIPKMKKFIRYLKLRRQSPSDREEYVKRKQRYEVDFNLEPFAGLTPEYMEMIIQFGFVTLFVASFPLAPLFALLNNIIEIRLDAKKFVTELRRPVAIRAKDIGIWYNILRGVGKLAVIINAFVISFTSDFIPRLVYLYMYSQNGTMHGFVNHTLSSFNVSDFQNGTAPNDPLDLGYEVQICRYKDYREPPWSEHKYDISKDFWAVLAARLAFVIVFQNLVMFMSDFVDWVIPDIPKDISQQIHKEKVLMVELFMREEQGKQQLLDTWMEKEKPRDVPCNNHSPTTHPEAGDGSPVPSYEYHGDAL
MrgX1 ag: human MrgX1 receptor agonism, primary screen; MrgX1-HEK293 cells, Fluo-4 calcium fluorescence, agonist mode; active compounds read high; Q96LB2; 310,000 tested, 0.44% active; B-score at 10 µM;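 active means calcium response B-score plate-corrected fluorescence ratio at least 3 library SD, with starting fluorescence B-score inside 5 SD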
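System – MrgX1-expressing HEK293 cells · Incubation – cells plated overnight, dye loaded 0.5 h 37 °C, 0.5 h room temperature · Technique – kinetic Fluo-4 NW fluorescence of intracellular calcium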
MrgX1 allo act: human MrgX1 positive allosteric modulation, primary screen; MrgX1-HEK293, Fluo-4 calcium flux, FDSS; active compounds read high; B-score at 10 µM; AID 588675; 310,000 tested, 0.63% active; Q96LB2;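 active means plate-corrected calcium response at least 3 library SD above typical, normal starting fluorescence, not activating the receptor alone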;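 further: compound read alongside a low EC10 to EC30 dose of BAM8-22 agonist; peak minus trough fluorescence over baseline measured at the second addition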
TRPC4 potent: allosteric potentiators of mouse TRPC4 channel; Q9QUQ5; HEK293 TRPC4beta/mu-opioid, DAMGO EC20, Fluo-4 Ca2+ flux; active compounds read high; B-score at 10 µM; 310,000 tested, 0.42% active; AID 2227;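 active means B-score of calcium response area above 5 SD of library B-scores, with initial fluorescence ratio within 5 SD of library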;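 further: B-score of integrated fluorescence ratio over time as area under calcium response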
TRPC4 block: blocks the mouse TRPC4 cation channel; HEK293 TRPC4beta/mu-opioid, DAMGO-evoked Fluo4 calcium flux; active compounds read low; 300,000 tested, 0.39% active; Q9QUQ5; B-score at 10 µM;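 active means B-score over 3 SD under the library average, no early fluorescence shift, positive overall ratio signal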
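material = TRPC4beta/mu-opioid receptor HEK293 cell line | probe or stimulus = sequential submaximal and maximal DAMGO stimulation | compound dosing = one concentration per compound | measured by = Fluo4 Ca2+ flux fluorescence | evaluation = integrated fluorescence ratio relative to baseline, converted to per-well B score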
MrgX1 antagonist: blocks BAM8-22 activation of human MrgX1 receptor; Q96LB2; MRGX1-HEK293 calcium flux, Fluo-4, BAM8-22 antagonism; active compounds read low; B-score at 10 µM; 310,000 tested, 1.3% active; AID 588676;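 active means calcium-response B-score plate-corrected more than 3 library SD below zero, starting fluorescence within 5 deviations, no agonist response on first addition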;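 further: peak minus trough fluorescence over baseline after final BAM8-22 challenge near maximal dose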
TRPC6 inhibitor: blocks the mouse TRPC6 cation channel | Q61143 | HEK293-TRPC6, membrane potential dye, ACh-evoked depolarization; active compounds read low | B-score at 10 µM | 310,000 tested, 1.1% active | AID 2553;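 active means B-score under library mean minus 3 SD, initial fluorescence not abnormally high, positive integrated signal ratio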;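 further: B-score derived from integrated fluorescence ratio over the kinetic read; more negative B-score means stronger inhibition of depolarization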
ANO1 activ: activators or potentiators of mouse TMEM16A chloride channel | B-score at 10 µM | AID 623877 | Q8BHY3 | 340,000 tested, 0.3% active | HEK293 TMEM16A/YFP-H148Q/I152L, iodide quench fluorescence; active compounds read low;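 active means fluorescence-ratio B-score plate-corrected deviation score at least 3 library SD below zero, with starting fluorescence score within 5 deviations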;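 further: channel opened by trigger with iodide after compound preincubation; score built on the fluorescence ratio of max minus min over baseline; more negative score means more quench and so TMEM16A activation or potentiation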
TRPC6 act: mouse TRPC6 channel activation. HEK293-TRPC6 membrane potential dye fluorescence; active compounds read high. B-score at 10 µM. AID 2550. 310,000 tested, 0.13% active;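 active means B-score of the integrated fluorescence ratio above library mean plus 3 SD, and starting fluorescence ratio within library mean plus 5 SD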;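 further: higher score means more depolarization so channel activation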
TRPC4 act: TRPC4 (mouse) channel activation | HEK293 TRPC4beta/mu-opioid, Fluo4 calcium fluorescence; active compounds read high | Q9QUQ5 | 310,000 tested, 0.49% active | B-score at 10 µM;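 active means B-score above 5 SD of library B-scores, and initial fluorescence ratio not above library mean plus 5 SD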;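 further: positive B-score marks a calcium rise read as TRPC4 activation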
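system = HEK293 cells stably co-expressing mouse TRPC4beta and mu-opioid receptor | schedule = Fluo4 dye loading 45 min at room temperature, 110 s recording | measure = B-scored integrated calcium fluorescence ratio | signal = Fluo4 calcium-sensitive dye fluorescence, kinetic, 1 Hz baseline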
SKKanGAS inh: SKKanGAS growth inhibition. S. pyogenes SKKanGAS, kanamycin growth, BacTiter-Glo, 6 h. inhibition, % at 7.5 µM. 300,000 tested, 1.3% active. AID 1662;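 active means mean replicate score, as percent of positive control median, at least 50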;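 further: strain carries kanamycin resistance gene driven by streptokinase promoter and grows in 40 µg/ml kanamycin; loss of luminescence reflects streptokinase promoter inhibition or plain growth inhibition; 0% = median of DMSO wells and 100% = positive control at its reference dose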
* marks the source's active call; other numbers are inactive results; i = inactive; nt = no result given. Rows are unselected; about 6.7% have a hit in one of these screens.

nr	mol	TRPC6 act	MrgX1 antagonist	SKKanGAS inh	TRPC4 potent	MrgX1 allo act	TRPC4 act	TMEM16A inh	ANO1 activ	MrgX1 ag	TRPC4 block	TRPC6 inhibitor
1	COc1ccc(NC(=O)N2CCOCC2)cc1	i	i	9	i	i	i	i	i	i	i	i
2	CC(C)N(Cc1cn(C)nc1-c1cccc(Cl)c1)CC1CCC(=O)N1 (centres undefined)	i	i	2	i	i	i	i	i	i	i	i
3	CCc1sc(NC(C)=O)nc1-c1ccccc1	i	i	-6	i	i	i	i	i	i	i	i
4	O=C(NCc1ccc2c(c1)OCO2)c1cccc(N2CCCC2=O)c1	i	i	-1	i	i	i	i	i	i	i	i
5	CN=C(c1ccc(C)cc1)n1c(=S)nc(-c2ccc(C)cc2)n(C)c1=S	i	i	2	i	i	i	i	i	i	i	i
6	CCOc1ccc(OCC(=O)Nc2cc3c(cc2C(=O)O)OCCCO3)cc1	i	i	2	i	i	i	i	i	i	i	i
7	N#Cc1cc(S(=O)(=O)c2ccccc2)c(N)[nH]c1=O	i	i	0	i	i	i	i	i	i	i	i
8	Cc1ccc(SCC(=O)Nc2ccc3c(c2)C(=O)N(C)C3=O)cc1	i	i	2	i	i	i	i	i	i	i	i
9	CCOC(=O)c1c(N)sc(C(=O)N2CCOCC2)c1C	i	i	-4	i	i	i	i	i	i	i	i
10	O=C(NCc1ccco1)c1ccc(S(=O)(=O)N2CCCCC2)cc1	i	i	-7	i	i	i	i	i	i	i	i
11	O=C(Nc1ccc(OCC(=O)N2CCOCC2)cc1)c1ccccc1F	i	i	2	i	i	i	i	i	i	i	i
12	CCCOc1ccc(N2C(=O)CC(N3CCN(c4ccccc4F)CC3)C2=O)cc1 (centres undefined)	i	i	-4	i	i	i	i	i	i	i	i
13	COc1cccc(/C=C/C(=O)OC(C)C(=O)Nc2c(C)n(C)n(-c3ccccc3)c2=O)c1 (centres undefined)	i	i	6	i	i	i	i	i	i	i	i
14	O=C(CN1CCN(Cc2ccccc2)CC1)N/N=C/c1c[nH]c2ccccc12	i	i	3	i	i	i	i	i	i	i	i
15	O=C1NC(=O)C(c2ccc(Cl)cc2)N1 (centres undefined)	i	i	-1	i	i	i	i	i	i	i	i
16	Cc1ccc(C(=O)Nc2nc3ccc(S(C)(=O)=O)cc3s2)s1	i	i	9	i	i	i	i	i	i	i	i
17	COCC1CCN(Cc2cn(C)nc2-c2cccc(Cl)c2)C1 (centres undefined)	i	i	1	i	i	i	i	i	i	i	i
18	O=C(Cn1c(SCC(=O)N2CCc3ccccc3C2)nc2ccccc21)NC1CCCC1	i	i	-2	i	i	i	i	i	i	i	i
19	C=CCN(c1ccccc1)S(=O)(=O)c1cc2c(cc1C)NC(=O)CO2	i	i	-15	i	i	i	i	i	i	i	i
20	COc1ccc2c(c1OC)C(=O)OC2n1c(O)c(N=NC(C)=O)c2ccccc21 (centres undefined)	i	i	-5	i	i	i	i	i	i	i	i
21	Cc1nc2c(C(=O)N3CCOCC3)cnn2c(C)c1Cc1ccc(Cl)cc1	i	i	7	i	i	i	i	i	i	i	i
22	COc1ccc(OCC2CCNCC2)cc1	i	i	-1	i	i	i	i	i	i	i	i
23	COc1cc(C2C(C#N)=C(N)N(c3sc4c(c3C#N)CCCC4)C3=C2C(=O)CC(C)(C)C3)cc(OC)c1OC (centres undefined)	i	i	4	i	i	i	i	i	i	i	i
24	CCn1c(=O)n(CC)c2cc(N3CCCC3)c(NC(=O)c3cc(Cl)ccc3OC)cc21	i	i	46	i	i	i	i	i	i	i	i
25	COC(=O)CCCCCN1C(=O)/C(=C\c2ccncc2)SC1=S	i	i	0	10*	i	i	i	i	i	i	i
26	Cn1c(SCC(=O)N2CCOCC2)nc2cccnc21	i	i	0	i	i	i	i	i	i	i	i
27	CCc1ccc(N=C2NC(=O)CS2)cc1	i	i	-4	i	i	i	i	i	i	i	i
28	O=C(Nc1ccc(C(=O)N2CCN(c3ccccc3)CC2)cc1)C1=CSCCO1	i	i	8	i	i	i	i	i	i	i	i
29	O=C(NNC(=S)Nc1ccccc1)c1ccncc1	i	i	-1	i	i	i	i	i	i	i	i
30	CSC1=NCCN1C(=O)COc1ccccc1	i	i	0	i	i	i	i	i	i	i	i
31	COc1ccc(CCN/C=C2/CC(=O)NC2=O)cc1OC	i	i	-3	i	i	i	i	i	i	i	i
32	COc1ccc(Cl)cc1NC(=O)NCCCl	i	i	0	i	i	i	i	i	i	i	i
33	O=c1cc(/C=C/c2c(F)cccc2Cl)[nH]c2ccccc12	i	i	4	i	i	i	i	i	i	i	i
34	COCCn1c(SCC(=O)NC2CCCC2)nnc1-c1ccncc1	i	i	0	i	i	i	i	i	i	i	i
35	COc1ccc(CNC(=S)NNC(=O)c2cc3ccccc3o2)cc1	i	i	4	i	i	i	i	i	i	i	i
36	Cc1ccc(OCCCN(C)C)c(Br)c1	i	i	3	i	i	i	i	i	i	i	i
37	Cc1ccc(C(=O)CSc2nnc(CNc3ccc(C)cc3C)n2Cc2ccco2)cc1	i	i	34	i	i	i	i	i	i	i	i
38	CC(=O)Cc1cc(O)c2ccccc2c1OC(=O)c1ccc(Br)cc1	i	i	-13	i	i	i	i	i	i	i	i
39	Cc1onc(-c2ccccc2)c1C(=O)N1CCN(Cc2ccccc2)CC1	i	i	0	i	i	i	i	i	i	i	i
40	COC(=O)CCCC1=CC2=CC(=O)C(C)(OC(=O)c3cccs3)C(=O)C2=CN1Cc1ccc2c(c1)OCO2 (centres undefined)	i	i	7	i	i	i	i	i	i	i	i

2 records drawn at random from those above, as already listed:
nr	mol	TRPC6 act	MrgX1 antagonist	SKKanGAS inh	TRPC4 potent	MrgX1 allo act	TRPC4 act	TMEM16A inh	ANO1 activ	MrgX1 ag	TRPC4 block	TRPC6 inhibitor
28	O=C(Nc1ccc(C(=O)N2CCN(c3ccccc3)CC2)cc1)C1=CSCCO1	i	i	8	i	i	i	i	i	i	i	i
31	COc1ccc(CCN/C=C2/CC(=O)NC2=O)cc1OC	i	i	-3	i	i	i	i	i	i	i	i

Continued.
nr	mol	TRPC6 act	MrgX1 antagonist	SKKanGAS inh	TRPC4 potent	MrgX1 allo act	TRPC4 act	TMEM16A inh	ANO1 activ	MrgX1 ag	TRPC4 block	TRPC6 inhibitor
41	Cc1sccc1C1C(C#N)=C(N)SC(N)=C1C#N	i	i	11	i	i	i	i	nt	i	i	i
42	COc1ccc(CNC(=O)c2cnn3c(C(F)F)cc(C)nc23)cc1OC	i	i	6	i	i	i	i	i	i	i	i
43	CC(=O)N1c2ccc(S(=O)(=O)NCCC(=O)NC3CCCCCC3)cc2CC1C (centres undefined)	i	i	-12	i	i	i	i	i	i	i	i
44	CCCCN1C(=O)/C(=C/C=C2/C=Cc3ccccc3N2CC)SC1=S	i	i	17	i	i	i	i	i	i	i	i
45	CC1=C(C(=O)NCc2ccccc2)C(c2cccnc2)n2ncnc2N1 (centres undefined)	i	i	3	i	i	i	i	i	i	i	i
46	CCOc1cc(NC2CS(=O)(=O)CC2O)c(OCC)cc1NC(=O)c1ccccc1 (centres undefined)	i	i	-1	i	i	i	i	i	i	i	i
47	CCOC(=O)c1c(-c2ccc(C)o2)csc1NC(=O)CSc1nncs1	i	i	0	i	i	i	i	i	i	i	i
48	COc1ccc(NC(=O)CC2C(=O)N(Cc3ccccc3)C(=S)N2CCN2CCOCC2)cc1 (centres undefined)	i	i	0	i	i	i	i	i	i	i	i
49	CN(C)c1ccc(/C=N/NC(=O)c2nnn(-c3nonc3N)c2CN2CCCCCC2)cc1	i	i	1	i	i	i	i	i	i	i	i
50	CCS(=O)(=O)N1CCCC(C(=O)NC2CCCCC2)C1 (centres undefined)	i	i	-8	i	i	i	i	i	i	i	i
51	O=C(Oc1ccc2c(c1)OCC2=O)c1ccccc1	i	i	-6	i	i	i	i	i	i	i	-5.8*
52	Cc1ccc(S(=O)(=O)N(C)C)cc1NC(=O)COC(=O)c1sc2cc(Cl)ccc2c1Cl	i	i	-5	i	i	i	i	i	i	i	i
53	CCCOc1ccc(C(=O)N2CCCC2C(=O)O)cc1 (centres undefined)	i	i	-14	i	i	i	i	i	i	i	i
54	CC(OC(=O)C1CCN(S(=O)(=O)c2ccccc2C(F)(F)F)CC1)C(=O)N(C)Cc1ccccc1 (centres undefined)	i	i	12	i	i	i	i	i	i	i	i
55	Cc1ccc(-c2cc(C(=O)Nc3cc(C)ccc3O)no2)cc1	i	i	3	i	i	i	i	i	i	i	i
56	Cc1nc(N2CCC3(CC2)OCCO3)c2nnn(Cc3ccccc3F)c2n1	i	i	-1	i	i	i	i	i	i	i	i
57	CCNC(=S)N/N=C1\CCCCc2ccccc21	i	i	-4	i	i	i	i	i	i	i	i
58	CCOC(=O)c1[nH]c2ccccc2c1N=CN(C)C	i	i	-4	i	i	i	i	i	i	i	i
59	CCCC(=O)Nc1nn(CCC)c2nc3ccccc3cc12	i	i	7	i	i	i	i	i	i	i	i
60	N#C/C(=C\c1cn(Cc2ccccc2)c2ccccc12)C(=O)NCc1ccco1	i	i	-5	i	i	i	i	i	i	i	i
61	O=C(NCc1ccco1)c1ccc2nc3sc4c(c3c(=O)n2c1)CCCC4	i	i	8	i	i	i	i	nt	i	-6*	i
62	COCCSc1ccccc1C(=O)Nc1nncs1	i	i	3	i	i	i	i	i	i	i	i
63	CCCOc1ccc(CSc2ncn[nH]2)cc1	i	i	-4	i	i	i	i	nt	i	i	i
64	Cc1ccc(/C=N/n2c(C)cc(C)c(C#N)c2=O)cc1	i	i	-4	i	i	i	i	i	i	i	i
65	CCOc1ccccc1NC(=S)N1CCCc2ccccc21	i	i	1	i	i	i	i	i	i	i	i
66	Cc1cc(C)cc(OC(=O)CCN2C(=O)c3ccccc3C2=O)c1	i	i	-4	i	i	i	i	i	i	i	i
67	O=C(O)CC1S/C(=N\N=C/c2ccccc2O)N(c2ccc(O)cc2)C1=O (centres undefined)	i	i	-3	i	i	i	i	i	i	i	i

High-throughput results from PubChem BioAssay.
